High-throughput results (PubChem BioAssay)
CD40 NFkB inh: CD40 pathway inhibition in BL2 cells | actives 0.94% (n = 83,000) | BL2 NF-kB luciferase reporter, CD40L-induced, 4 h | inhibition, % at 10 µM | AID 1053188;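 active = mean inhibition of at least 50% with a set share of replicates also reaching that level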;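 note: 0% = neutral control wells and 100% = IKK inhibitor VII at 50 µM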
Active calls of the source: *; & = joins results of further samples; [ ] = dose if it differs, or a comment. Some of the compounds tested. The share of hits here may be higher or lower than overall.

| CD40 NFkB inh | canonical_smiles |
| --- | --- |
| -8[25 µM] | O=S(=O)(NC[C@H]1[C@H](c2ccccc2)[C@@H](CO)N1CC1CC1)c1ccccc1 |
| 27 | COC(=O)c1cc(NC(=O)C2CC2)cc(C(=O)OC)c1 |
| 5 | CCOc1ccc(C2OCCC(C)O2)cc1OC (stereo not drawn) |
| 1 | O=C(c1ccc(CSc2ccccc2)cc1)N1CCN(c2ccccc2)CC1 |
| 5 | O=C(c1ccc2c(c1)OCO2)N1C[C@@H]2[C@H](c3ccccc31)[C@@H](CO)N2Cc1ccc2c(c1)OCO2 |
| -1 | CC(C)CNC(C)C(=O)Nc1ccc(S(N)(=O)=O)cc1 (stereo not drawn) |
| -68 | C/C(=N\OCC(=O)NCC(F)(F)F)c1cc2ccccc2o1 |
| -11 | Cc1cccc(N2C(=O)c3cccc4c(N(C)CCO)ccc(c34)C2=O)c1 |
| 8[25 µM] | C[C@H](CO)N1C[C@H](C)[C@H](CN(C)C)Oc2ccc(NS(C)(=O)=O)cc2C1=O |
| 15 | CC(=O)N1CCN(S(=O)(=O)c2ccccc2)C1c1ccccc1 (stereo not drawn) |

| CD40 NFkB inh | canonical_smiles |
| --- | --- |
| -61 | CCC(=O)c1ccc(OCc2ccc(C(=O)OC)cc2)cc1 |
| 4 | Cc1nn(CC(=O)NCc2cccnc2)c(C)c1[N+](=O)[O-] |
| 1 | Cc1ccc(SCC(=O)Nc2oc(C)c3c(C)n[nH]c(=O)c23)cc1C |
| 14 | CCCCc1nc(NCCO)c(C#N)c2c1CCCC2 |
| -19 | CN(C(=O)COC(=O)c1cc([N+](=O)[O-])ccc1N1CCOCC1)C1CCCCC1 |
| 7[25 µM] | COc1ccccc1CN1[C@H](CO)[C@@H]2c3ccccc3N(C(=O)c3cccnc3)C[C@@H]21 |
| -5 | Cc1sc2nc(SC(C)C)nc(N)c2c1C |
| 5 | CC1CC(C)CN(S(=O)(=O)c2cc3c4c(c2)CCN4C(=O)CC3)C1 (stereo not drawn) |
| 4[25 µM] | CC#CCOC(=O)C1=CCCN(C)C1 |
| -1 | Nc1n[nH]c(-c2ccc([N+](=O)[O-])cc2[N+](=O)[O-])n1 |

| CD40 NFkB inh | canonical_smiles |
| --- | --- |
| 14 | COc1ccc2nc(SCC(=O)Nc3ccc4[nH]c(=O)[nH]c4c3)[nH]c2c1 |
| 0 | O=C(COc1ccccc1)OCC(=O)N1CCCc2ccccc21 |
| 2 | O=C(NC1CCN(Cc2ccccc2)CC1)c1ccc(CS(=O)c2ccc(F)cc2)o1 (stereo not drawn) |
| 8 | COC(=O)CC(NC(=O)c1cccs1)c1ccc(OC)c(OC)c1 (stereo not drawn) |
| 6 | CCOC(=O)/C(C#N)=C/c1cn(CCC(=O)O)nc1-c1ccc(Br)cc1 |
| -3 | CN(C)CCCOC(=O)c1ccc(Br)cc1 |
| 5[25 µM] | CO[C@@H](C(=O)N(C)C[C@H]1OCc2ccccc2-c2c(n(C)c3ccccc23)C(=O)N([C@@H](C)CO)C[C@H]1C)c1ccccc1 |
| 12[25 µM] | CC(=O)N1[C@@H](CO)[C@@H]2c3ccccc3N(S(=O)(=O)c3ccccc3C)C[C@@H]21 |
| 19 | O=C(CCN1C(=O)c2ccccc2S1(=O)=O)NCc1ccccc1Cl |
| 2 | CC(=O)NC(Cc1ccc(F)cc1)C(=O)NC1CCN(c2ncccc2[N+](=O)[O-])CC1 (stereo not drawn) |

| CD40 NFkB inh | canonical_smiles |
| --- | --- |
| 7 | c1csc(CNc2nc3ccccc3n2CCN2CCOCC2)c1 |
| -10 | COCc1ccc(C(=O)N2CCCC(CNC(=O)c3ccc(F)cc3)C2)o1 (stereo not drawn) |
| -10 | N#Cc1c(-c2ccccc2)ccnc1N1CCOCC1 |
| 3 | CN(CCOc1ccc(Br)cc1)C(=O)CNC(=O)c1ccc2ccccc2c1 |
| 6 | Cc1ccccc1S(=O)(=O)N(C)C[C@@H]1OCc2ccccc2-c2ccccc2C(=O)N([C@@H](C)CO)C[C@H]1C |
| 2[25 µM] | O=C(C1CC1)N1CCCCN2[C@H](CO)[C@H](c3ccc(C#CC4CCCC4)cc3)[C@H]2C1 |
| 5 | Cc1noc(C)c1S(=O)(=O)N1CCCC(C(=O)NCc2ccccn2)C1 (stereo not drawn) |
| 17 | CCNC(=O)C1(C)CCN(C(=O)c2ccccc2OC(F)(F)F)C1 (stereo not drawn) |
| 1 | O=C(O)c1cc(Sc2ccc(Br)cc2)nc2ccccc12 |
| 8 | C(=N\n1cnnc1)/c1ccc2c(c1)OCCO2 |

| CD40 NFkB inh | canonical_smiles |
| --- | --- |
| -3 | CS(=O)(=O)c1ccc(Cl)c(NC(=O)c2cccc(N3C(=O)CCC3=O)c2)c1 |
| 0[25 µM] | OC[C@@H]1[C@H](c2ccc(Br)cc2)[C@@H]2CNCCCCN12 |
| -6[25 µM] | CC(=O)N(C[C@@H]1[C@@H](c2ccc(C3=CCCC3)cc2)[C@@H](CO)N1CC1CC1)C(C)C |
| 22 | Cc1ccc(C(=O)NNC(=O)c2ccccc2)cc1S(=O)(=O)N1CCCCC1 |
| 9 | COc1ccccc1N(C)S(=O)(=O)c1ccc(C(=O)Nc2ccc(C)cc2C)cc1 |
| -26[25 µM] | CN(C)C(=O)c1ccc(-c2ccc([C@H]3[C@@H](CO)N4CCCCN(CC5CC5)C[C@H]34)cc2)cc1 |
| 13 | O=C(c1ccc(C(=O)N2CCCc3ccccc32)s1)N1CCCc2ccccc21 |
| 6[25 µM] | CO[C@@H]1CN(C)C(=O)c2cc(NC(=O)Nc3ccccc3Cl)ccc2OC[C@@H](C)N(S(=O)(=O)CC(F)(F)F)C[C@H]1C |
| 10 | O=C(Cc1ccc(S(=O)(=O)N2CCCCC2)s1)Nc1cccc2ccccc12 |
| 4 | O=C(Nc1c(Cl)cccc1Cl)c1cc(=O)n(Cc2ccccc2)c(=O)[nH]1 |

| CD40 NFkB inh | canonical_smiles |
| --- | --- |
| 7 | O=C1NC(=O)C2(CCCCCC2)N1 |
| 3 | OCCCNCc1cccc2ccccc12 |
| -32 | O=C(c1ccc2c(c1)OCCCO2)N1CCCCC1 |
| 2 | COc1ccc(-c2ccc3nnc(SCC(=O)NCC4CCCO4)n3n2)cc1 (stereo not drawn) |
| -4 | N#Cc1ccsc1NC(=O)COC(=O)CCS(=O)(=O)c1ccccc1 |
| 4 | O=S(=O)(c1ccc(OC(F)(F)F)cc1)N1CCCC(c2ccccc2)C1 (stereo not drawn) |
| -4 | COc1ccc(N2CCN(C(=O)COC(=O)c3ccccc3OCc3ccc(F)cc3)CC2)cc1 |
| -9[25 µM] | COc1ccc(S(=O)(=O)N2C[C@H](O)COC[C@H]3O[C@H](CC(=O)N[C@H]4CCN(Cc5ccccc5)C4)CC[C@@H]32)cc1 |
| 5 | CN/C(=C/[N+](=O)[O-])NCCSCc1ccc(CN(C)C)o1 |
| 7 | CCn1nc(C(=O)Nc2cccc3ccccc23)c(Cl)c1Cl |

| CD40 NFkB inh | canonical_smiles |
| --- | --- |
| 2 | CCOC(=O)c1sc(C)c2c(=O)n(CCCN3CCOCC3)cnc12 |
| 6 | O=S(=O)(NCC1CCCO1)c1ccc(S(=O)(=O)N(Cc2ccccc2F)C2CCCCC2)cc1 (stereo not drawn) |
| 3 | CCN(CC)S(=O)(=O)c1ccc2c(c1)nc(CCC(=O)O)n2C |
| 0 | Cc1cc(NC(=O)COC(=O)c2oc3c(ccc4ccccc43)c2C)no1 |
| 1 | CC(=O)N1CCN(CC(=O)Nc2ccc3c(c2)CCC3)CC1 |
| 5 | Cc1cc2ccccc2n1CCC(=O)O |
| -1 | c1ccc(-c2cc(CSc3nc4ccccc4[nH]3)on2)cc1 |
| 8 | COc1ccc(NC(=O)C2=CC=CN3CCS(=O)(=O)N=C23)c(OC)c1 |
| -1 | CC1(c2ccccc2)NC(=O)N(NC(=O)COC(=O)c2cc(Br)ccc2O)C1=O (stereo not drawn) |
| -81 | O=[N+]([O-])c1ccccc1CSc1nc2ccccc2o1 |

| CD40 NFkB inh | canonical_smiles |
| --- | --- |
| 2 | CN(CC(=O)Nc1ccc(Cl)c(C(F)(F)F)c1)C(=O)c1ccc2c(c1)OCCO2 |
| 4[25 µM] | N#Cc1ccc(-c2cccc(-c3nc(C(=O)O)cc4c3[C@@H](CCO)N(CC3CCOCC3)C4)c2)cc1 |
| 2 | Cc1ccc(S(=O)(=O)N2CCN(C(=O)COC(=O)c3ccccn3)CC2)c(C)c1 |
| -8[25 µM] | CCNC(=O)C[C@@H]1CC[C@H]2[C@@H](COC[C@H](O)CN2C(=O)C2CCCC2)O1 |
| 5 | O=C(Cc1ccncc1)NCC[C@@H]1CC[C@@H](NC(=O)C2CCCC2)[C@@H](CO)O1 |
| 0 | O=C(/C=C/Nc1nccs1)C(F)(F)Cl |
| -44[25 µM] | O=C(c1ccccn1)N1CC[C@@H]2[C@@H](CO)Nc3ccc(-c4ccc(F)cc4)cc3[C@@H]21 |
| -2 | O=c1cc(-c2ccccc2)nc2nc(-c3ccco3)[nH]n12 |
| -6 | O=C(c1ccccc1)N1CCCCC(Sc2nnnn2-c2ccccc2)C1=O (stereo not drawn) |
| -19 | OCCN(CCO)c1ccc2ccccc2c1 |

| CD40 NFkB inh | canonical_smiles |
| --- | --- |
| -3 | CC1=C(C)CC(C(=O)N2CCN(Cc3ccc4c(c3)OCO4)CC2)C(C(=O)O)C1 (stereo not drawn) |
| 11 | COc1cc(C(=O)N2CCC2(C)C(=O)O)cc(OC)c1OC (stereo not drawn) |
| -9 | CN(C)Cc1ccc(CNC(=O)COc2ccc3ccccc3c2)cc1 |
| 0 | CC(=O)Nc1ccc(S(=O)(=O)NC(C)C(=O)NCC(c2ccco2)N(C)C)cc1 (stereo not drawn) |
| -2 | CC(Oc1ccc(-c2ccccc2)cc1)C(=O)N/N=C/c1cccnc1 (stereo not drawn) |
| 9[25 µM] | O=C(C[C@H]1C=C[C@@H](NC(=O)Nc2cccc(F)c2)[C@H](CO)O1)NCC1CCCCC1 |
| -4 | O=C(COC(=O)/C=C/c1cccc(Br)c1)NCCc1ccccc1 |
| 8&1[25 µM] | C/C=C/c1ccc(C2[C@@H]3CN(C(=O)Nc4ccc(F)cc4)C[C@H]2N3)cc1 (stereo partly drawn) |
| -45 | CC1(C)CC(=O)c2cnc(NC(=O)c3ccco3)nc2C1 |
| 6 | Cc1ccc(NC(=O)CN(C)CC(=O)Nc2ccccc2C(=O)Nc2ccccc2)cc1 |

| CD40 NFkB inh | canonical_smiles |
| --- | --- |
| 1[25 µM] | CNC[C@H]1Oc2ncc(-c3cncnc3)cc2C(=O)N([C@@H](C)CO)C[C@H]1C |
| 3 | CN(Cc1ccccc1)CC(O)COc1ccc(CNCc2cccnc2)cc1 (stereo not drawn) |
| 0 | CC1(C)Cc2c(sc3c2C(=O)N(c2ccccc2)C2=NCCN23)CS1 |
| 1 | O=C(/C=C/c1ccccc1)NNc1ccc(Cl)cc1 |
| -4 | O=C(Nc1ccc(F)cc1)c1ccc(S(=O)(=O)N2CCOCC2)o1 |
| 5 | Nc1nonc1C(=O)OCC(=O)N1CCCCC1 |
| -3 | COc1ccc(CC(=O)Nc2ccc3c(c2)CCC3)cc1S(=O)(=O)N1CCOCC1 |
| -3[25 µM] | COc1ccc(CN(C)C[C@@H]2Oc3ccc(NC(=O)Nc4c(C)noc4C)cc3C(=O)N([C@@H](C)CO)C[C@@H]2C)cc1 |
| -3 | O=C(NCCCCNC(=O)c1ccccn1)c1ccccn1 |
| 2&13[25 µM] | c1cc(-c2ccc(C3[C@H]4CNC[C@@H]3N4Cc3nccs3)cc2)ccn1 (stereo partly drawn) |

| CD40 NFkB inh | canonical_smiles |
| --- | --- |
| -1 | Cc1ccc(S(=O)(=O)N2CCC(C(=O)OCC(=O)N3CCCCC3C)CC2)cc1C (stereo not drawn) |
| -10[25 µM] | CCC(=O)NC[C@H]1[C@@H](c2ccc(-c3ccc(OC)cc3)cc2)[C@@H](CO)N1C(C)=O |
| 8 | O=C(CNC(=O)OCc1ccccc1)NC1(C(=O)O)CCCC1 |
| -17[25 µM] | COc1cccc(-c2ccc3c(c2)[C@@H]2[C@@H](CCN2C(=O)CN2CCOCC2)[C@H](CO)N3)c1 |
| 0 | CCOc1ccc(OCc2ccc(C(=O)N3N=C(C(F)F)CC3(O)C(F)F)o2)cc1 (stereo not drawn) |
| 0 | COc1cc(C(=O)NCc2ccc(S(N)(=O)=O)cc2)ccc1OCC(=O)N1CCOCC1 |
| -9 | O=C(c1cc(-c2ccncc2)nc2ccccc12)N1CCN(Cc2ccccc2)CC1 |
| 8 | Cc1ccc(S(=O)(=O)N2CCCCC2)cc1NC(=O)C1CC(=O)N(c2ccc3c(c2)OCCO3)C1 (stereo not drawn) |
| 15 | Cn1c(=O)[nH]c(=O)c2c1nc(Br)n2CC(O)COc1ccc(Cl)cc1 (stereo not drawn) |
| -4 | Cc1cc(NS(=O)(=O)N(C)C)ccc1C(C)C |

| CD40 NFkB inh | canonical_smiles |
| --- | --- |
| 0 | Cn1nnc(C(O)CNCc2cccs2)n1 (stereo not drawn) |
| 6 | CCc1c(C)sc(NC(=S)Nc2cccnc2)c1C(=O)OC |
| -1 | CCN(C(=O)COC(=O)c1cc(S(=O)(=O)N(C)C)ccc1Cl)C1CCS(=O)(=O)C1 (stereo not drawn) |
| 8 | Cc1nc(C)n(C(=O)N(c2ccccc2)c2ccccc2)n1 |
| 4 | C[C@H](NS(=O)(=O)c1ccc(Cl)cc1)C(=O)OCC(=O)Nc1cc(S(=O)(=O)N2CCOCC2)ccc1Cl |
